BLM inh – Bloom syndrome helicase (human) inhibition; P54132; recombinant BLM DNA unwinding, fluorescence dequenching; Potency, µM (titrated, usually from 56.1 µM), without a hit: at the highest dose activity change, negative = inhibition, hits mostly inhibitors; hit rate 0.2% among 350,000; AID 2528;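 note: potency is the fitted concentration of half-maximal effect; plate controls were vehicle for no effect and no enzyme for full effect; nearly all actives have a fitted effect of over 35% in size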
POLK inh – inhibitors of human DNA polymerase kappa; Q9UBT6; purified Pol kappa, fluorescent DNA synthesis assay, 10 min; Potency, µM (highest dose often 107 µM), for inactives: at the top dose activity, negative = inhibition, actives largely listed as inhibitors; hit rate 0.53% among 400,000; note: potency is the fitted concentration of half-maximal effect; % is set by controls: 0 for no effect and ±100 for the full control effect
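10 nM Pol kappa preincubated 15 min at room temperature with compounds, then reaction started with substrate at 50 nM final. Fluorescence read kinetically at 0 and 10 min; buffer-only wells served as negative control.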
ERG-DNA inh – ERG Ets/DNA interaction inhibition. fluorescence polarization, His-ERG Ets domain / labelled DNA. Potency, µM (series often up to 76.9 µM), for inactives: top-dose FP activity, negative = inhibition, actives largely listed as inhibitors. hit rate 0.028% among 370,000. AID 624246; active = well fitted inhibition curve with a large enough effect in the polarisation, with a control signal flat; inconclusive = small, poorly fitted or top-dose-only effect, or effect the other way, or a change in a side signal; inactive = no such curve, though single readings can be large or run the other way; the % refers to the polarisation;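 note: polarization taken with two DNA probes labelled with fluorescein and Texas red; potency is the fitted concentration of half-maximal effect; % of control where 0% means no effect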
Target sequence (P11308 whole entry, looked up, the tested form may be a part): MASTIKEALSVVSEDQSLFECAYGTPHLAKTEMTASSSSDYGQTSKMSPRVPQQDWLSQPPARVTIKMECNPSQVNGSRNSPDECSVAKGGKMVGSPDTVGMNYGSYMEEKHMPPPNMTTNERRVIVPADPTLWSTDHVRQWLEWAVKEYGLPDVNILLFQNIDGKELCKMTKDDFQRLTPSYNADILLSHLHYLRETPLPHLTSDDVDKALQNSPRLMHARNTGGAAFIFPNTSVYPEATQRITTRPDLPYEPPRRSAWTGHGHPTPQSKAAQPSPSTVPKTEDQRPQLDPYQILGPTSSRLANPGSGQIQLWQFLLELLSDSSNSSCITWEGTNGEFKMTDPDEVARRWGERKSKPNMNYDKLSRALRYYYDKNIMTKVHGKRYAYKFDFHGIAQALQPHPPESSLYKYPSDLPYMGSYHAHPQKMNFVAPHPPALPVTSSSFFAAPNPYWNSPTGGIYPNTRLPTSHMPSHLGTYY
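His-tagged ERG Ets domain (1 uM in the protein solution; 300mM KCl, 50mM Tris-HCl, 1mM EDTA, 1mM DTT, pH 7.5) received compound, then a probe mix of 5 nM fluorescein-DNA and 100nM Texas-615-DNA. Fluorescence polarization was read for both dyes.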
APE1 inh – APE1 (human) endonuclease inhibition. recombinant APE1, TAMRA/BHQ-2 abasic DNA cleavage fluorescence. Potency, µM (highest dose often 65.8 µM), without a hit: at the highest dose activity change, negative = inhibition, hits mostly inhibitors. hit rate 0.35% among 350,000;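 note: potency is the fitted concentration of half-maximal effect; plate controls were vehicle for no effect and reference inhibitor for full effect; nearly all actives have a fitted effect of over 55% in size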
Target sequence (P27695 whole entry, looked up): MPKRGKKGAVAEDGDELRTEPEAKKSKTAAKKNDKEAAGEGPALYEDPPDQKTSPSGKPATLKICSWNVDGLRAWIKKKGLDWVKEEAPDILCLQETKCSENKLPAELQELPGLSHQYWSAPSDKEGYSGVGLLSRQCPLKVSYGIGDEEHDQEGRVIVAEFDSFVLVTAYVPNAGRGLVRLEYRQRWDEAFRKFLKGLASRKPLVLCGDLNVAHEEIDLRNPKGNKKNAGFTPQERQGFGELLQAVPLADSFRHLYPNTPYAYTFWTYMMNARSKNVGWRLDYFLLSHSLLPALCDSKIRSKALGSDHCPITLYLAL
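APE1 at 0.75 nM preincubated 15 min at room temperature with compound. Reaction then started with 50 nM double-stranded THF-abasic substrate labelled with TAMRA/BHQ-2, and 525/598 nm fluorescence read kinetically. Activity taken as third-minus-first read difference, normalized to DMSO and NSC13755 controls.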
12-LOX inh – ALOX12 (human) lipoxygenase inhibition. purified 12hLO, xylenol orange hydroperoxide absorbance. P18054. Potency, µM (highest dose often 108 µM), for inactives: at the highest dose activity change, negative = inhibition, most hits filed as inhibitors. hit rate 1.1% among 580,000; note: potency is the fitted concentration of half-maximal effect; % is set by controls: 0 for no effect and ±100 for the full control effect
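Purified human 12hLO (150 nM final) in 25 mM Hepes, 0.01% Triton X-100, pH 7.0 was preincubated 15 min at room temperature with compound. Then 40 uM arachidonic acid was added, 30 min. Hydroperoxide was read by Fe-XO absorbance ratio 573/405 nm.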
POLI inh – inhibitors of human DNA polymerase iota | Q9UNA4 | Potency, µM (series often up to 115 µM), inactives show at the top dose activity, negative = inhibition, usual class: inhibitors | AID 588590 | hit rate 1% among 390,000 | Pol iota fluorescent replication assay, 10 min; note: potency is the fitted concentration of half-maximal effect
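Pol iota at 10 nM preincubated 15 min with compounds at room temperature; reaction started with fluorescent substrate, 50 nM final. Fluorescence read kinetically at 0 and 10 min; buffer-only wells as negative control.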
Apoferritin bind – candidate novel general anesthetic via apoferritin binding | Potency, µM (series often up to 77.5 µM), for the others: at the highest dose activity change, negative = displacement, actives largely listed as inhibitors | apoferritin/1-aminoanthracene competitive binding, fluorescence | hit rate 0.074% among 350,000; note: potency is the fitted concentration of half-maximal effect; % is set by controls: 0 for no effect and ±100 for the full control effect; nearly all actives have a fitted effect of over 20% in size
Target sequence (P02791 2-175 limits assumed): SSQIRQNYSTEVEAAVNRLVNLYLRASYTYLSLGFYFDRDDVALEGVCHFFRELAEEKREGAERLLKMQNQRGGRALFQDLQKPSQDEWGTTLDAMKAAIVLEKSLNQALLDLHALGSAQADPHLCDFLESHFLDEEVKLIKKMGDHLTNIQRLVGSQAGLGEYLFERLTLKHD
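In PBS, apoferritin at 10 uM is loaded with 1-AMA from a 50% saturated solution. After 10 min of compound exposure at ambient temperature, reduced 535 nm fluorescence indicates probe displacement.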
TRHR ag – agonists of human TRH receptor. P34981. activation, % at 2 µM. AID 493084. TRHR cells, calcium flux fluo-8, FDSS agonist mode. hit rate 0.18% among 360,000; in the data active = activation above about 30%; note: 0% is about no effect
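Fluo-8-loaded TRHR cells; 10 s baseline, compound added, kinetic Ca2+ fluorescence read 1/s, agonist mode.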
Pol beta inh – blocks human DNA polymerase beta activity; P06746; Pol beta primer extension/strand displacement, fluorescence kinetic; Potency, µM (titrated, usually from 114 µM), without a hit: top-dose activity change, negative = inhibition, hits mostly inhibitors; hit rate 1.3% among 340,000; AID 485314; note: potency is the fitted concentration of half-maximal effect; % is set by controls: 0 for no effect and ±100 for the full control effect
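Homogeneous kinetic assay of primer extension and strand displacement by 10 nM Pol beta, preincubated 15 min at room temperature with compound before 50 nM substrate (final) was added. Read at 0 and 10 min; four-parameter Hill fit.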
Active calls of the source: *; ? = inconclusive; / = no result given; & = joins results of further samples; [ ] = remark or other dose. Unless noted, calls come from the whole dose curve; as a rule, active = well fitted curve in the direction sought with a large enough effect; inconclusive = small, poorly fitted or top-dose-only effect, or another doubt; inactive = no such curve, though single readings can be large; an effect the other way counts as inactive or inconclusive. A portion of the library (hit frequency here may not be typical).

mol	BLM inh	POLK inh	ERG-DNA inh	APE1 inh	12-LOX inh	POLI inh	Apoferritin bind	TRHR ag	Pol beta inh
COc1ccc(-c2cc(C(F)F)n3ncc(C(=O)N4CCN(C(=O)c5ccco5)CC4)c3n2)cc1	5%	13%	12%	?	-19%	2%	64%[activator]	0.3	-5%
Cc1nnc(NC(=O)CSc2nnc(CNC(=O)c3ccccc3F)n2C(C)C)s1	/	-6%	12%	/	8%	16%	/	/	/
COc1ccc(Cl)cc1NC(=O)Nc1ccc(Br)cn1	-10%	-25%	-1%	4%	-1%	30%[activator]	-6%	-0.9	3%
O=C(OCC(=O)N1CCCc2ccccc21)c1cccc(C(F)(F)F)c1	/	-6%	-5%	28%	-8%	3%	/	0.3	/
Cc1ccc(C2CN(c3ccccc3)CC2C(=O)c2ccc(F)cc2)cc1 (stereo not drawn)	-5%	-11%	-1%	-7%	30%[activator]	?	-21%	-0.1	-12%
CCOc1ccccc1NC(=O)COc1ccc2c(c1)OCO2	-6%	-11%	-3%	38%	0%	19%	-3%	0.5	11%
Cc1ccc(NCCC(=O)c2cccc([N+](=O)[O-])c2)c(C)c1	-10%	-3%	-3%	-8%	-23%	0%	-4%	0.3	-4%
Cc1cc(N2CCN(Cc3cn(C)nc3-c3cccc(Cl)c3)CC2)cc(C)n1	-2%	-11%	2%	1%	-3%	57%[activator]	-13%	3.4	-1%
Cc1cc(NC(=O)CCC(=O)N(CC(=O)NCC2CCCO2)c2cccc(C)c2C)no1 (stereo not drawn)	-1%	-12%	7%	11%	-4%	98%[activator]	-6%	0.1	22%
Cc1cccc(OC(C)C(=O)N2CCCc3ccccc32)c1 (stereo not drawn)	-1%	-8%	-6%	1%	8%	113%[activator]	3%	-0.3	21%
CCOc1ccccc1NC(=S)NC1CCCCC1	-9%	-18%	2%	-7%	?	31%	-16%	-0.9	25%
Nc1c(C(=O)NCc2ccco2)nnn1-c1ccccc1	-5%	-2%	-4%	0%	0%&0%	24%	-15%	/	2%
CN(C)c1nc(Cl)nc(NCCOc2ccccc2)n1	-2%	2%	0%	6%	-1%	21%	-2%	-1.6	9%
CC(=O)c1ccc(OCCCC(=O)NCC(c2ccco2)N(C)C)cc1 (stereo not drawn)	-3%	-5%	10%	-8%	-11%	10%	-16%	0.0	-2%
COC(=O)c1c(N2C(=O)[C@H]3[C@@H](C2=O)[C@]2(C(=O)Nc4ccccc42)N2CCC[C@@H]32)sc(C)c1C	-13%	/	/	-2%	/	/	-15%	0.7	-29%
CCC(C)Sc1nc2c(c(=O)[nH]c(=O)n2C)n1Cc1ccc(Cl)cc1 (stereo not drawn)	-1%	-10%	0%	-2%	0%	5%	-19%	-1.4	6%
Cc1onc(-c2ccccc2)c1C(=O)Nc1nnc(CC(C)(C)C)s1	-2%	-3%	4%	-14%	29%&9%	5%	1%	0.9	50%
Cc1ccc(Cl)cc1N1CCN(Cc2nnnn2Cc2ccco2)CC1	-6%	-8%	2%	-4%	?	21%	-4%	-0.2	22%
CCOC(=O)N1CCN(C(=S)NC(=O)c2c(-c3c(Cl)cccc3Cl)noc2C)CC1	-2%	-7%	3%	1%	-28%	17%	-7%	0.4	4%
CN(C)C(=O)c1ccc(-c2nc(-n3ccnc3)c3ccccc3n2)cc1	3%	7%[60.1 µM]	/	24%	?	/	/	/	/
CN(C(=O)CSc1nc2ccccc2n1CC(=O)NCc1ccc(F)cc1)c1ccc(F)cc1	1%	-10%[60.1 µM]	0%	/	-22%	13%	-23%	4.6	12%
CCOC(=O)[C@H]1[C@H]2COc3cc(OC)ccc3[C@@H]2N2C(=O)c3cc(F)c(F)cc3NC(=O)[C@@]12C	/	-6%	-4%	5%	-11%	-1%	/	0.1	/
COc1ccc(C(=O)/C=C/c2cn(CC(O)CN3CCCCCC3)c3ccccc23)cc1OC (stereo not drawn)	-5%	-20%	1%	/	?	-13%	54%[activator]	4.1	?
CC[C@]12c3[nH]c4ccc(OC)cc4c3CCN1C(=O)C(CC(=O)NCCc1ccccn1)C[C@@H]2C(=O)N1CCN(C(=O)C2CC2)CC1 (stereo partly drawn)	/	7%	-8%	23%	18%	-20%	/	/	/
COc1ccc(Cl)cc1C(=O)NCCCn1ccnc1	3%	-2%	-6%	13%	0%	107%[activator]	-9%	0.2	3%
O=C(c1cnn2c(C(F)(F)F)cc(-c3cccs3)nc12)N1CCCC1	1%	-6%	12%	-1%	-14%	28%	88%[activator]	0.2	-8%
Cn1cnnc1-c1cccc(NC(=O)c2cc(F)c(F)cc2Cl)c1	-3%	1%	2%	0%	6%	7%	-5%	0.1	18%
CCCN(C(=O)COC(=O)c1nc2nc(C)cc(C)n2n1)C1CCS(=O)(=O)C1 (stereo not drawn)	/	4%	11%	1%	-2%	24%	/	0.3	/
COc1ccc(CNC(=S)Nc2ccccc2)cc1	-1%	-4%	-1%	55%[activator]	0%	124%[activator]	0%	-0.2	19%
O=C1CN(S(=O)(=O)c2cccc(Cl)c2Cl)c2ccccc2N1	1%	2%	-11%	-11%	-55%	11%	1%	0.0	21%
CNc1nc2[nH]c(=O)c3c(c2s1)OC(N)=C(C#N)C3c1ccccc1 (stereo not drawn)	-10%	-9%	10%	5%	-22%	6%	-12%	1.9	8%
CN(C)C1=NCCN1CCCCc1ccccc1	/	-4%	27%	-1%	1%	?	/	0.0	/
Cc1ccc(OCC(=O)N(c2ccccn2)C2CCCCC2)c(C)c1	2%	-15%	-7%	-5%	-5%	16%	2%	0.5	-1%
CCOc1ccc(Nc2nc(Cc3nnc(SCC(=O)NC4CCCCC4)n3C)cs2)cc1	-25%	-9%	/	-4%	21%	26%	-16%	-2.5	1%
COC(=O)c1c([N+](=O)[O-])c(OC)c(OC)c(OC)c1[N+](=O)[O-]	-16%	-12%	8%	2%	-2%	8%	-14%	0.3	17%
CC(=O)Nc1ccc(SCC(=O)Nc2cc(C)on2)cc1	3%	-10%	-3%	4%	0%	126%[activator]	-1%	1.2	0%
CCOC(=O)Cn1nc(C)cc1NC(=O)c1cccnc1	-5%	-14%	2%	1%	0%	133%[activator]	13%	0.8	-12%
CC(C)NC(=O)c1cc(-c2ccco2)nn1-c1ccc(Cl)cc1	-22%	?	2%	-9%	?	50µM*	?	-0.2	40µM*
Cc1ccc(S(=O)(=O)N(C)CC(=O)N2CCN(C(=O)c3ccco3)CC2)cc1	1%	2%	-2%	8%	0%	-13%	-6%	-0.1	28%
CCOc1ccc(CNC(=O)C2CCN(C(=O)N3CC(C)Oc4ccccc43)CC2)cc1 (stereo not drawn)	-1%	-5%	-3%	35%	-1%	42%[activator]	-9%	-0.5	-2%
COCCn1c(=O)[nH]c2cc(C(=O)NCCN3CCN(c4ccccc4)CC3)ccc2c1=O	1%	-3%	-2%	12%	-25%	1%	-12%	0.5	40%
c1ccc2c(c1)SCc1c-2[nH]c2ccccc12	-9%	5%[60.1 µM]	/	-1%	/	/	-23%	/	/
CC1CCc2cc(F)ccc2N1C(=O)CCl (stereo not drawn)	-2%	0%	10%	-2%	/	175%[activator]	-8%	-0.3	25%
O=C(c1ccc(=O)oc1)N1CCN(c2ccc(F)cc2)CC1	1%	?	14%	0%	-10%	?	-10%	0.2	-13%
COC(=O)CNC(c1ccccc1)c1cc(Br)ccc1NC(=O)c1ccccc1 (stereo not drawn)	-10%	-6%	0%	/	-1%	2%	6%	-0.2	5%
O=C(COC(=O)Cc1ccccc1F)Nc1ccc(F)cc1F	-4%	-7%	-4%	5%	2%	56%[activator]	-10%	-0.8	9%
Cc1ccc(NC(=O)CSc2nc3ccccc3c3nc(CCn4cncc4C)nn23)c(C)c1	4%&5%	2%[60.1 µM]	-5%&4%	15%	-16%&-13%	37%&-19%[activator]	-15%&1%	-0.5&-0.7	?
CCOC(=O)C1(C)C(C(=O)OC)=C(c2ccc(OC)cc2)c2ccccc2N1C(=O)OC (stereo not drawn)	-11%[75.6 µM]	1%	-5%	-19%&-7%	?	-6%	-13%	/	/
C=CCN(c1ccccc1OC)S(=O)(=O)c1cccc(C(=O)Nc2nnc(C3CC3)s2)c1	/	-5%	-6%	19%	12%	60%[activator]	/	0.0	/
CCN(CC)c1ccc(-c2nc3cnccc3n2C)cc1	-1%	-8%	2%	13%	0%	3%	-13%	-0.7	1%

Continued.
mol	BLM inh	POLK inh	ERG-DNA inh	APE1 inh	12-LOX inh	POLI inh	Apoferritin bind	TRHR ag	Pol beta inh
COc1ccc(-c2csc(NC(=O)C3CCCCN3S(=O)(=O)c3ccccc3)n2)cc1 (stereo not drawn)	-9%	-8%	-2%	-12%	0%	1%	-7%	-0.3	12%
COCCCN1C(=O)N(c2ccc(F)cc2)C(=O)C1CC(=O)Nc1ccccc1 (stereo not drawn)	0%	-7%	-23%	2%	4%	21%	2%	0.2	33%
CC1CCCC(C)N1C(=O)CSc1nnnn1C1CCCC1 (stereo not drawn)	-4%	-12%	3%	-2%	?	19%	-11%	0.7	12%
Cc1nc(SCc2nc3ccccc3[nH]2)c2oc3cc([N+](=O)[O-])ccc3c2n1	/	2%	/	-5%	0%	-7%	/	/	/
O=C(COc1ccccc1)Nc1cccc(-c2nc3cc4ccccc4cc3[nH]2)c1	-8%	-11%	0%	-10%	5%	-5%	115%[activator]	0.9	?
O=S(=O)(c1ccc(F)cc1)c1nc(-c2ccc(F)cc2)oc1NCCN1CCOCC1	-1%	-10%	3%	0%	?	15%	-15%	1.2	-1%
